CBFb-RUNX1 inh = blocks binding between human CBF-beta and RUNX1. AlphaScreen CBFb-His/RUNX1-biotin binding, biochemical. 230,000 tested, under 10 active. AID 1477. Q01196+Q13951. Potency, µM (doses to about 59.8 µM), for the others: at the top dose activity, negative = inhibition, actives largely listed as inhibitors; also: % of control where 0% means no effect
Target sequence (Q01196 whole entry, looked up): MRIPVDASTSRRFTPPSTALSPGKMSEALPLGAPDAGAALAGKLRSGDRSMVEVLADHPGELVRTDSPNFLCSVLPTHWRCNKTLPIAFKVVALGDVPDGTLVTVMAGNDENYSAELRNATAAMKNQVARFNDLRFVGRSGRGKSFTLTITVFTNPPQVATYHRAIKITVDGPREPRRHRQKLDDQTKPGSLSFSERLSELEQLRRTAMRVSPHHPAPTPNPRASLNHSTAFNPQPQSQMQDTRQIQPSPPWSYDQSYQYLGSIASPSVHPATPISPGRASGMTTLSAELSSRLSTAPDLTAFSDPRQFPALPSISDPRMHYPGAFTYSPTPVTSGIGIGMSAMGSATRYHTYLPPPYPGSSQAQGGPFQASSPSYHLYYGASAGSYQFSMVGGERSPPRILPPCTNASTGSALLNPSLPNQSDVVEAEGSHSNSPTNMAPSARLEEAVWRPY
Target sequence (Q13951 whole entry, looked up): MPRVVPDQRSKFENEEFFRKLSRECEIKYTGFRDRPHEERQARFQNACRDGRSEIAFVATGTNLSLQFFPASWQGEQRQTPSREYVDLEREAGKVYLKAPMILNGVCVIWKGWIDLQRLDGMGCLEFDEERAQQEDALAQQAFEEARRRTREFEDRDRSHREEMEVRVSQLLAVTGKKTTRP
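Room-temperature protein-protein interaction test with 30 nM each of His-tagged CBF-beta and biotinylated RUNX1, 15 min with compound, then 90 min with nickel plus streptavidin beads. Signal read in AlphaScreen mode.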
Luc counter = blocks Kinase-Glo luciferase, a counter-screen artifact; Q27757; Kinase-Glo luciferase, ATP luminescence, 8 min; Potency, µM (highest dose often 38.3 µM), for the others: at the top dose activity change, negative = inhibition, hits mostly inhibitors; hit rate 0.28% among 200,000; AID 1379; also: potency is read from the fitted curve at half-maximal effect; % is scaled to controls: 0 for no effect and ±100 for the full control effect; nearly all actives have a fitted effect of over 60% in size
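Luminescence was the read-out, taken after 8-minute incubation at ambient temperature. Luciferase turned over luciferin with 10 uM ATP in imidazole pH 7.2 buffer containing KCl, MgCl2, Tween 20 and BSA.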
IMPase Li inh = cell-permeable IMPase inhibitors with lithium potentiation | CHO-M1 cells, IP1 TR-FRET (IP-One), carbachol + lithium | Potency, µM (highest dose often 59.4 µM), for inactives: at the highest dose activity, negative = IMPase inhibition, actives largely listed as inhibitors | hit rate 0.35% among 210,000 | AID 1457;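 also: IP1 builds up when IMPase is blocked and the TR-FRET signal falls; potency is read from the fitted curve at half-maximal effect; plate controls were basal vehicle for no effect and high inhibitor control for full effect; nearly all actives have a fitted effect of over 50% in size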
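IP1 accumulation measured by competitive TR-FRET in lysed CHO-M1 cells after 30 min compound exposure at 37C, with a small lithium addition to potentiate weak responses. Hill-equation AC50 from ratio and donor-channel data.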
Epigenetic derep = regulators of epigenetic silencing causing reporter derepression in mouse cells; murine LDR cells, GFP reporter derepression, 30 h; Potency, µM (top dose mostly 53.9 µM), without a hit: at the top dose GFP activation, actives largely listed as activators; hit rate 0.2% among 280,000; AID 1865; also: potency is read from the fitted curve at half-maximal effect; % of control where 0% means no effect; nearly all actives have a fitted effect of over 60% in size
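Reporter derepression read as number of fluorescent GFP-positive objects, 20-120 um in size, counted by laser-scanning cytometer. Mouse LDR line with an epigenetically silenced CMV-GFP locus; compound incubation 30 h, 37 C.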
HTT aggregate = mutant huntingtin aggregation inhibition. hit rate 1.1% among 220,000. PC12 HttQ103-GFP aggregates, Acumen cytometry, 40 h. AID 1688. Potency, µM (doses to about 46.1 µM), for the others: at the top dose activity change, negative = inhibition, hits mostly inhibitors; also: potency is read from the fitted curve at half-maximal effect; % is scaled to controls: 0 for no effect and ±100 for the full control effect; nearly all actives have a fitted effect of over 60% in size
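Huntingtin Q103 exon 1–GFP aggregates in induced PC12 cells (100 nM tebufenozide) were quantified by cytometry from lysates, with compounds dosed in titration.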
L3MBTL1 block = inhibitors of human L3MBTL1. Q9Y468. AlphaScreen L3MBTL1–H3K9me1 peptide binding. Potency, µM (series often up to 57.1 µM), inactives show at the top dose activity, negative = inhibition, actives largely listed as inhibitors. hit rate 0.66% among 230,000; also: potency is read from the fitted curve at half-maximal effect; % is scaled to controls: 0 for no effect and ±100 for the full control effect; nearly all actives have a fitted effect of over 60% in size
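Displacement of a biotinylated histone H3(1-15) peptide monomethylated at Lys9 (75 nM) from L3MBTL1 (50 nM) was measured by AlphaScreen after a 30 min room-temperature compound incubation; cefsulodin titration served as intraplate control.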
NPSR antag = neuropeptide S receptor (human) antagonism, cAMP | CHO-NPSR cells, cAMP TR-FRET, antagonist mode | Q6W5P4 | Potency, µM (series often up to 38.3 µM), for inactives: at the top dose activity change, negative = inhibition, hits mostly inhibitors | hit rate 1% among 220,000; also: potency is read from the fitted curve at half-maximal effect; % is scaled to controls: 0 for no effect and ±100 for the full control effect; nearly all actives have a fitted effect of over 50% in size; many of its hits are not listed in these tables
Target sequence (Q6W5P4 whole entry, looked up): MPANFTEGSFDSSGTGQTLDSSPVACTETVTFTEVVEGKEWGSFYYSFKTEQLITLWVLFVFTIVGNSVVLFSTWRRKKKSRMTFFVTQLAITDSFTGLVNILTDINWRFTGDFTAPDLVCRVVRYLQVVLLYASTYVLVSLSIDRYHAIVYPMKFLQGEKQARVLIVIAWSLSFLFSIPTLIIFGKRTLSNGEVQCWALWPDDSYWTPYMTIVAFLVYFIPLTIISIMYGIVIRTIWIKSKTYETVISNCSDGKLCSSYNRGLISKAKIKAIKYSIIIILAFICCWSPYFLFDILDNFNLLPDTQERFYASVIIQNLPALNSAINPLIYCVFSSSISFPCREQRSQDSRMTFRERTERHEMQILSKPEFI
Starred values were filed as active, the others as inactive; ? = inconclusive; . = not tested or not shown; [ ] = remark or other dose. Calls follow the shape of the dose curve; as a rule, active = well fitted curve in the direction sought with a large enough effect; inconclusive = small, poorly fitted or top-dose-only effect, or another doubt; inactive = no such curve, though single readings can be large; an effect the other way counts as inactive or inconclusive.

SMILES	CBFb-RUNX1 inh	Luc counter	IMPase Li inh	Epigenetic derep	HTT aggregate	L3MBTL1 block	NPSR antag
COCCN(Cc1cc2ccccc2[nH]c1=O)C(=O)c1ccccc1OC	3%	-2%	19%[38.3 µM]	0.0%	-1%	.	-5%[46.1 µM]
Cc1ccc(C(=O)Nc2ccc(OCc3ccccc3)cc2)cc1[N+](=O)[O-]	6%	0%	5%[38.3 µM]	0.9%	-2%	-3%	2%[46.1 µM]
O=C(O)/C=C/C(=O)Nc1ccc(Cl)c(C(=O)O)c1	0%	.	.	-1.6%	-5%[9.22 µM]	-28%	-27%
COc1ccc(-c2nnc(CSc3nc4ccccc4c(=O)n3CC3CCCO3)o2)cc1OC (stereo unspecified)	9%	.	.	0.0%	-17%[9.22 µM]	.	-12%
CC1=NN(C(=O)Cc2ccccc2)C(O)(c2ccccc2)C1 (stereo unspecified)	9%	12%	9%	1.1%	-5%	.	7%
Cc1ccc(NS(=O)(=O)c2cc(C(=O)Nc3cccc(N(C)S(C)(=O)=O)c3)ccc2C)c(C)c1	-6%	0%	-7%	-1.2%	?	-6%	5%
CCNc1nc2ccccc2[nH]1	2%	3%	17%[38.3 µM]	-1.8%	1%	.	0%[46.1 µM]
CCOC(=O)c1ccc(CNC(=O)CCC(=O)O)cc1	-1%	-2%	37%[38.3 µM]	-0.8%	?	.	-1%[46.1 µM]
Cc1cccc(Nc2nc(-c3ccccn3)cs2)n1	?	-19%	39%[activator][38.3 µM]	-2.1%	-25%	4%[11.4 µM]	-27%[46.1 µM]
CC(=O)Nc1ccc(S(=O)(=O)NCCc2csc(C)n2)cc1	-3%	2%	7%	-1.0%	-11%	-15%	7%[46.1 µM]
CC1CN(C(=O)c2ccccc2Nc2ccc(SC(F)F)cc2)CC(C)O1 (stereo unspecified)	1%	2%	5%	-4.2%	-5%	0%	-13%
CCOC(=O)c1c(NC(=O)c2c(-c3ccccc3)noc2C)sc(C)c1-c1ccccc1	4%	-5%	27%[38.3 µM]	2.8%	-29%	.	-21%[46.1 µM]
CC1CCN(c2nc3c(c(=O)n(C)c(=O)n3C)n2CCSc2nc3ccccc3o2)CC1	6%	2%	17%[38.3 µM]	-1.6%	3%	7%	-12%[46.1 µM]
O=C1/C(=C\c2ccco2)SC(=S)N1C1CCS(=O)(=O)C1 (stereo unspecified)	?	.	.	1.5%	6%[9.22 µM]	?	21%
COc1cccc(/C=N/NC(=O)CSc2nnc(C)n2-c2ccccc2)c1O	-4%	-4%	-1%[38.3 µM]	0.0%	7.9µM*	14%	-16%[46.1 µM]
CC1CCCCC1NC(=O)CN(C)S(=O)(=O)c1cccc2nsnc12 (stereo unspecified)	9%	0%	2%[38.3 µM]	0.3%	-6%	1%	3%[46.1 µM]
COc1ccc(/C=N/NC(=O)CN2CCN(Cc3ccccc3)CC2)cc1Br	3%	.	.	-1.3%	0%[9.22 µM]	-15%	-3%
COc1cccc(-c2nc3ccc([N+](=O)[O-])cc3o2)c1	5%	?	-16%	-0.2%	2%	-7%	1%
COCCN1C(=O)C(=O)/C(=C(/O)c2ccc(C)cc2)C1c1ccccn1 (stereo unspecified)	9%	-2%	5%	-4.7%	2%[9.22 µM]	0%	-16%
O=[N+]([O-])c1ccc(S(=O)(=O)Nc2nc3ccccc3nc2Nc2ccccc2)cc1	-4%	-1%	13%	5.7%	-5%	-17%	-32%
Cc1c(SCCO)c(=O)[nH]c2cc3c(cc12)OCO3	-2%	-1%	-20%[38.3 µM]	0.1%	6%	.	-7%[46.1 µM]
NC(=O)c1sc2nc3c(c(-c4ccco4)c2c1N)CCC3	3%	1%	-5%[38.3 µM]	-0.8%	4.5µM*	?	-9%[46.1 µM]
CN(C)/C=C/C1=CC(=O)CC(C)(C)C1	14%	-1%	-7%	5.7%	4%	27%	-6%
COc1ccc(CN2CCNC(=O)C2CC(=O)N(C)Cc2ccon2)cc1OC (stereo unspecified)	1%	-4%	-1%	0.8%	-13%[9.22 µM]	2%	-13%

Single entries from above:
For HTT aggregate, COc1cccc(/C=N/NC(=O)CSc2nnc(C)n2-c2ccccc2)c1O is entered as 7.9µM*
For HTT aggregate, COCCN1C(=O)C(=O)/C(=C(/O)c2ccc(C)cc2)C1c1ccccn1 (stereo unspecified) is entered as 2%[9.22 µM]
For IMPase Li inh, Cc1c(SCCO)c(=O)[nH]c2cc3c(cc12)OCO3 is entered as -20%[38.3 µM]
For NPSR antag, CC1CCCCC1NC(=O)CN(C)S(=O)(=O)c1cccc2nsnc12 (stereo unspecified) is entered as 3%[46.1 µM]
For IMPase Li inh, O=[N+]([O-])c1ccc(S(=O)(=O)Nc2nc3ccccc3nc2Nc2ccccc2)cc1 is entered as 13%
For HTT aggregate, COc1ccc(/C=N/NC(=O)CN2CCN(Cc3ccccc3)CC2)cc1Br is entered as 0%[9.22 µM]
For NPSR antag, O=C1/C(=C\c2ccco2)SC(=S)N1C1CCS(=O)(=O)C1 (stereo unspecified) is entered as 21%

Carrying on:
SMILES	CBFb-RUNX1 inh	Luc counter	IMPase Li inh	Epigenetic derep	HTT aggregate	L3MBTL1 block	NPSR antag
O=C(N/N=C/c1ccc2c(c1)OCO2)C(=O)Nc1ccccc1	7%	.	.	-1.2%	23%[9.22 µM]	-3%	41%
COc1ccc(-c2nnc(SCC(=O)Nc3cccc(Cl)c3)o2)cc1	0%	2%	6%[38.3 µM]	2.9%	3%	5%	-5%[46.1 µM]
COc1ccc(C2C(C#N)=C(N)Oc3c2sc2nc(C)cc(C)c32)cc1 (stereo unspecified)	3%	19%	41%[38.3 µM]	12%	6%	.	?
COc1cccc(-c2nc(-c3ccccn3)no2)c1	-4%	7.9µM*	-20%[38.3 µM]	-0.8%	-2%	-3%	-5%[46.1 µM]
CCC/C(=N\NC(=O)c1ccccc1C)c1ccccc1	4%	-2%	5%	-0.7%	-5%	-2%	-1%
c1ccc(N2CCOCC2)c(Nc2nc3ccccc3n3cnnc23)c1	-2%	-1%	12%[38.3 µM]	2.9%	?	.	-9%[46.1 µM]
CCNc1nc(SC(C)C(=O)Nc2ccccc2)nc(N(C)C)n1 (stereo unspecified)	8%	2%	1%	0.0%	-4%	.	-2%
CCn1c(C)c(C(C)=O)c(N2CCN(C(c3ccccc3)c3ccccc3)CC2)nc1=S	5%	-2%	18%	-0.1%	20%	-15%[2.29 µM]	-38%
O=[N+]([O-])c1cc(C(F)(F)F)ccc1N1CCN(CCO)CC1	-1%	0%	-4%	4.5%	5%	9%	9%
C/C(N)=C(/C#N)C(=O)COC(=O)c1ccc(O)cc1	-4%	-3%	-3%	-1.8%	-6%	-1%	1%
COc1ccc(CNC(=O)c2ccc(Br)cc2)cc1	8%	6%	-4%	0.0%	20%[9.22 µM]	-1%	1%
Cc1nnc(NC(=O)c2ccco2)s1	3%	3%	8%	-1.0%	-15%	12%	11%
CC12CC3(C)CC(C)(C1)CC(NC(=O)N1CCCC1)(C2)C3	-3%	-3%	29%[38.3 µM]	0.8%	2%	.	-24%[46.1 µM]
COc1ccc(CNC(=O)C2CCCN(S(=O)(=O)c3c(C)n[nH]c3C)C2)cc1 (stereo unspecified)	-2%	0%	26%[38.3 µM]	0.0%	-3%	.	-2%[46.1 µM]
CC(C)(C)C(=O)Nc1ccc(-c2cc3cc(Cl)ccc3o2)cc1	9%	.	.	0.0%	-3%[9.22 µM]	3%	9%
CCC(C(=O)Nc1c[nH]c(=O)[nH]c1=O)c1ccccc1 (stereo unspecified)	9%	0%	8%	0.9%	12%	1%	13%
Cc1c(Br)c([N+](=O)[O-])nn1CC(=O)Nc1sc2c(c1C(=O)OC(C)C)CCC(C)C2 (stereo unspecified)	-2%	2%	1%	0.0%	-5%	6%	-8%[46.1 µM]
CC(C)C[C@H](NC(=O)c1nc[nH]c1C(=O)NCCCCCNC(=O)OC(C)(C)C)C(=O)OC(C)(C)C	10%	.	18%	-0.1%	3%[9.22 µM]	0%	?
CCOc1ccccc1N(CC(=O)NCCSc1ccccc1)S(C)(=O)=O	2%	-3%	1%	1.1%	.	2%	-10%
COc1cccc(C(=O)OCCN(C)C(C)(C)C)c1	2%	3%	6%[38.3 µM]	0.8%	-14%	.	-8%[46.1 µM]
Cc1cc(C)n(-c2nc(SCC(=O)N3CCCC3)c3c4c(sc3n2)CCCC4)n1	10%	-1%	17%	-0.9%	-6%	-6%	?
O=C(O)c1cc(-c2ccc(Cl)cc2)n(-c2ccccc2)n1	-1%	-2%	-1%	1.1%	1%	24%	3%
O=C(CN1C(=O)/C(=C\c2ccc(C(F)(F)F)cc2)Sc2ccccc21)NCc1ccco1	-1%	10%	15%	1.6%	22%	-2%	-54%
Fc1cccc(NC(=S)NCc2ccccc2Cl)c1	11%	.	.	4.8%	2%[9.22 µM]	1%	59%

Whole records, looked up by structure. Screens in order: CBFb-RUNX1 inh	Luc counter	IMPase Li inh	Epigenetic derep	HTT aggregate	L3MBTL1 block	NPSR antag
COc1ccc(CN2CCNC(=O)C2CC(=O)N(C)Cc2ccon2)cc1OC (stereo unspecified) reads 1%	-4%	-1%	0.8%	-13%[9.22 µM]	2%	-13%
CC(=O)Nc1ccc(S(=O)(=O)NCCc2csc(C)n2)cc1 reads -3%	2%	7%	-1.0%	-11%	-15%	7%[46.1 µM]

The listing picks up with the three entries that preceded the break.
SMILES	CBFb-RUNX1 inh	Luc counter	IMPase Li inh	Epigenetic derep	HTT aggregate	L3MBTL1 block	NPSR antag
O=C(O)c1cc(-c2ccc(Cl)cc2)n(-c2ccccc2)n1	-1%	-2%	-1%	1.1%	1%	24%	3%
O=C(CN1C(=O)/C(=C\c2ccc(C(F)(F)F)cc2)Sc2ccccc21)NCc1ccco1	-1%	10%	15%	1.6%	22%	-2%	-54%
Fc1cccc(NC(=S)NCc2ccccc2Cl)c1	11%	.	.	4.8%	2%[9.22 µM]	1%	59%
CCNC(=O)NC(=O)C(C)OC(=O)c1cc(S(=O)(=O)N2CCCCCC2)ccc1OC (stereo unspecified)	4%	-2%	-2%[38.3 µM]	-0.3%	-3%	.	-9%[46.1 µM]
Cc1nn(CC#N)c(=O)n1-c1ccc(C(C)C)cc1	-7%	3%	2%	-0.1%	7%	2%[11.4 µM]	4%
Cn1c(SCC(=O)c2ccc(F)cc2)nnc1-c1cnccn1	-11%	.	.	-5.4%	2%	-6%	8%[46.1 µM]
CCNC(=S)N1CCN(S(=O)(=O)c2cccc(C(F)(F)F)c2)CC1	4%	0%	9%	-0.1%	16%	2%	5%
Cc1sc2nc(CN3CCCC3)nc(Cl)c2c1C	-5%	-4%	4%	0.0%	13µM*	-7%	2%
Cc1ccc(-c2nc3cccnc3s2)cc1NS(C)(=O)=O	6%	.	-5%	-0.2%	-8%[9.22 µM]	-2%	19%
CCOC(=O)C1CCN(C(=O)Nc2c(-c3ccccc3)noc2C)CC1	0%	.	.	0.0%	-19%[9.22 µM]	9%	2%

Compound activity: PubChem, National Center for Advancing Translational Sciences (NCATS)

This is a subset; the hit share may differ from the screen's.
